High-throughput results (PubChem BioAssay)
ST2 IL33 inh: IL1RL1 inhibition. Q01638. inhibition, % for hits at 17 µM. AlphaLISA ST2-Fc/biotin-IL-33 interaction, 1 h. 78,000 compounds, 2.3% hits; in the data active = inhibition above about 30%; inconclusive = mostly about 10% to 28%
Target sequence (Q01638 whole entry, looked up): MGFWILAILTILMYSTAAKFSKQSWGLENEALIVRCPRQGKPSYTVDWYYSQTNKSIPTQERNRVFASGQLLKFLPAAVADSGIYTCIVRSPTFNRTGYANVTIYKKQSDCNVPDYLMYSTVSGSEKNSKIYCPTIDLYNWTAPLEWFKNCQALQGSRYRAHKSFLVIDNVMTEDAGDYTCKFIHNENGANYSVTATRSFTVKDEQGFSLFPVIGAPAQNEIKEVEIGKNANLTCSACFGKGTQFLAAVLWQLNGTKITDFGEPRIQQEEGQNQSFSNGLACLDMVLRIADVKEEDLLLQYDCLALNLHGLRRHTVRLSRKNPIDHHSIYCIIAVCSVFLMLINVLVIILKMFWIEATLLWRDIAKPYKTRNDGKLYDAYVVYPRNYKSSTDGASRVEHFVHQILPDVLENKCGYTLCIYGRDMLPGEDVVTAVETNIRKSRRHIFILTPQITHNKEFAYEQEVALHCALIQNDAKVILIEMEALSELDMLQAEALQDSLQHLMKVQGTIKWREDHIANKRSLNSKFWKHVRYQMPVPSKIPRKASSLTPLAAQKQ
* marks the source's active call; other numbers are inactive results. Only part of the results is shown; the hit share may differ from the screen's.

Preview, three compounds:
Results for Cc1cc(NC(=O)CCCn2nc([N+](=O)[O-])cc2C)n(-c2ccccc2)n1 ?
ST2 IL33 inh: inactive

What do the screens show for `CS(=O)(=O)N1CCC(C(=O)NCCN2CCCCCC2)CC1`?
ST2 IL33 inh: inactive

What do the screens show for `COc1ccc(Cl)cc1N1C(=O)C2C3C=CC(C3)C2C1=O` (stereo unspecified)?
ST2 IL33 inh: inactive

Main list, from the first entry:
Results for Cc1cc(NC(=O)CCCn2nc([N+](=O)[O-])cc2C)n(-c2ccccc2)n1 ?
ST2 IL33 inh: inactive

What do the screens show for `CS(=O)(=O)N1CCC(C(=O)NCCN2CCCCCC2)CC1`?
ST2 IL33 inh: inactive

What do the screens show for `COc1ccc(Cl)cc1N1C(=O)C2C3C=CC(C3)C2C1=O` (stereo unspecified)?
ST2 IL33 inh: inactive

Results for Cc1ccc2oc(=O)c(C=C(O)c3ccc(Cl)cc3)nc2c1 ?
ST2 IL33 inh: inconclusive

What do the screens show for `Cc1ccccc1NS(=O)(=O)c1cc(Br)cc2c1N(C(=O)C1CC1)CC2`?
ST2 IL33 inh: inactive

What do the screens show for `O=C(COc1cccc(Br)c1)Nc1ncn[nH]1`?
ST2 IL33 inh: inactive

What do the screens show for `Cc1cccc(C)c1NC(=O)CN1C(=O)CC(c2ccccc2)=Nc2ccccc21`?
ST2 IL33 inh: inactive

What do the screens show for `CN1[C@@H](CCC(=O)NCc2ccc(F)cc2)CNC(=O)[C@@H]2[C@H]1CCN2Cc1ccccc1`?
ST2 IL33 inh: inactive

Results for O=C(NCCN1CCCOC1=O)c1cnn2c1CCCC2 ?
ST2 IL33 inh: inactive

Results for FC(F)(F)C(OCc1nc(CCc2ccccc2)n[nH]1)c1ccccc1 (stereo unspecified) ?
ST2 IL33 inh: inconclusive

Results for CCCCn1c(NCc2ccccc2O)nc2ccccc21 ?
ST2 IL33 inh: inactive

What do the screens show for `O=C(Nc1ccc(Br)cc1F)C1CCCC1`?
ST2 IL33 inh: inactive

Results for NC(N)=NS(=O)(=O)c1ccc(N=Cc2ccc([N+](=O)[O-])cc2)cc1 ?
ST2 IL33 inh: inactive

Results for COc1cc(NC(=O)c2ccc(Br)cc2)cc([N+](=O)[O-])c1 ?
ST2 IL33 inh: inconclusive

Results for CCOC(=O)c1sc2ncc([N+](=O)[O-])cc2c1N ?
ST2 IL33 inh: inactive

What do the screens show for `COc1ccc(Br)cc1C1CC(=O)Nc2c1ccc1ccccc21` (stereo unspecified)?
ST2 IL33 inh: inconclusive

How did NCC1CCN(Cc2cnc(NCc3ccccc3)nc2)C1 (stereo unspecified) do in these assays?
ST2 IL33 inh: inconclusive

How did Cn1c(CCc2cccc(NC(=O)C3CCN(S(=O)(=O)N4CCCC4)CC3)c2)nc2ccccc21 do in these assays?
ST2 IL33 inh: inconclusive

What do the screens show for `COc1ccc(N=Cc2c(C)c(Cl)c(C)c([N+](=O)[O-])c2O)cc1OC`?
ST2 IL33 inh: inactive

Results for COCCCN1C(=O)C(O)=C(C(=O)c2cccs2)C1c1ccccc1 (stereo unspecified) ?
ST2 IL33 inh: inactive

Results for CN(C)c1ccc(CNC(=O)C2CCCN(S(=O)(=O)c3cnc[nH]3)C2)cc1 (stereo unspecified) ?
ST2 IL33 inh: inactive

Results for CCn1ccc(C(=O)N(Cc2sccc2C)CC(C)C)n1 ?
ST2 IL33 inh: inactive

What do the screens show for `O=C(Cn1cnc2ccccc2c1=O)Nc1cccc(Cl)c1`?
ST2 IL33 inh: inactive

How did COc1ccc(C(=O)c2c[nH]c3ccc(Cl)cc3c2=O)cc1 do in these assays?
ST2 IL33 inh: inconclusive

Results for OCCOc1cccc(CN2C[C@H]3C[C@H](O)[C@@H](O)C[C@H]3C2)c1 ?
ST2 IL33 inh: inactive

Results for Oc1cccc(-c2cc(C3CCN(Cc4ccsc4)C3)ccn2)c1 (stereo unspecified) ?
ST2 IL33 inh: inconclusive

How did CCc1c(C)sc(NC(=O)CCCn2nc([N+](=O)[O-])cc2C)c1C#N do in these assays?
ST2 IL33 inh: inactive

Results for Cc1ccc(Nc2ncnc3sc(C)cc23)c(C)c1 ?
ST2 IL33 inh: inconclusive

Results for COc1cc(C(=O)N2CCN=C2SCc2ccccc2F)cc(OC)c1OC ?
ST2 IL33 inh: inactive

Results for COc1cc2c(C(=O)N3CCCC(C)C3)cn(CC(C)C)c(=O)c2cc1OC (stereo unspecified) ?
ST2 IL33 inh: inactive

What do the screens show for `COC(=O)C(C)C1Sc2ccccc2N(Cc2ccccc2Cl)C1=O` (stereo unspecified)?
ST2 IL33 inh: inconclusive

Results for CC(=O)O[C@H]1[C@H]2CCC[C@@H]1[C@@H](N1CCCCC1)CC2 ?
ST2 IL33 inh: inactive

What do the screens show for `CSc1cccc(NC(=O)Cc2cn(C)c3ccccc23)c1`?
ST2 IL33 inh: inactive

How did O=C1N(CN2CCN(Cc3ccccc3)CC2)c2ccccc2C12OCC(CO)([N+](=O)[O-])CO2 (stereo unspecified) do in these assays?
ST2 IL33 inh: inactive

How did Cc1cccc2c(-c3ccc(O)c(F)c3)c[nH]c12 do in these assays?
ST2 IL33 inh: inconclusive

How did Cc1c(F)cccc1NC(=O)c1ccc(Cl)cc1 do in these assays?
ST2 IL33 inh: inactive

Results for COc1ccccc1NC1=CC(=NS(=O)(=O)c2cccs2)c2ccccc2C1=O ?
ST2 IL33 inh: 90%*

Results for Cc1ccccc1C(=O)Nc1sc2c(c1C(=O)N1CCCC1)CCCC2 ?
ST2 IL33 inh: inactive

How did Cc1cnc(NC(=O)c2ccc(Cl)cc2Cl)s1 do in these assays?
ST2 IL33 inh: inactive

How did O=C(Nc1cnn(Cc2ccc(Cl)cc2Cl)c1)c1cc(-c2ccc(F)cc2)on1 do in these assays?
ST2 IL33 inh: inactive

How did O=C(Nc1ccc2c(c1)OCO2)c1cc(-c2ccc(Cl)cc2)on1 do in these assays?
ST2 IL33 inh: inactive

Results for O=C(Nc1nnc(C2CCCC2)s1)c1cccc(Cl)c1 ?
ST2 IL33 inh: inactive

What do the screens show for `Cc1ccc(C(CC(=O)NCCc2ccccn2)c2ccccc2)cc1` (stereo unspecified)?
ST2 IL33 inh: inactive

Results for O=C(Nc1ccccc1)N1CCN(C/C=C/c2ccccc2)CC1 ?
ST2 IL33 inh: inactive

Results for Cn1cnnc1Sc1ccc(-c2nccn2-c2ccc3c(c2)COC3)o1 ?
ST2 IL33 inh: inactive

How did CCc1nc2nc(C)c(NC(=O)Nc3cccc(F)c3)c(=O)n2[nH]1 do in these assays?
ST2 IL33 inh: inactive

How did O=C(O)CC1Nc2ccccc2NC1=O (stereo unspecified) do in these assays?
ST2 IL33 inh: inactive

How did O=C(NCCN1CCOCC1)Nc1ccc(Cl)cc1 do in these assays?
ST2 IL33 inh: inactive

Results for CN(Cc1cc(-c2cccnc2)no1)C(=O)[C@@H]1C[C@H]1c1ccccc1 ?
ST2 IL33 inh: inconclusive

Results for CCc1c(C)nc2c(-c3cccc(Br)c3)c[nH]n2c1=O ?
ST2 IL33 inh: inconclusive

What do the screens show for `N#Cc1ccc(Sc2nc3ccccc3o2)c([N+](=O)[O-])c1`?
ST2 IL33 inh: inconclusive

How did Cc1ccnc(N2CCN(C(=O)CSc3nc4ccccc4nc3N3CCCCC3)CC2)c1 do in these assays?
ST2 IL33 inh: inconclusive

What do the screens show for `O=C(N[C@H]1CCN2C(=O)c3cc(-c4ccccc4F)ccc3NC(=O)[C@H]12)C1CCCC1`?
ST2 IL33 inh: inactive

How did Cc1ccc2oc(=O)c(-c3nc4ccccc4s3)cc2c1 do in these assays?
ST2 IL33 inh: 36%*

Results for Cn1c(=O)c2ncn(CC(=O)Nc3ccc4oc(-c5ccccc5F)nc4c3)c2n(C)c1=O ?
ST2 IL33 inh: inactive

Results for Cn1nc(-c2ccc(Cl)cc2)c2cc(C(=O)NCC3COc4ccccc4O3)sc21 (stereo unspecified) ?
ST2 IL33 inh: inactive

What do the screens show for `COc1ccc(C2C3=C(CCCC3=O)Nc3nc(SCc4cccc(C)c4)nn32)cc1` (stereo unspecified)?
ST2 IL33 inh: inactive

Results for O=[N+]([O-])c1cccc(S(=O)(=O)NCCc2ccccc2)c1 ?
ST2 IL33 inh: inactive

What do the screens show for `CC(C)n1c2ccccc2c2nnc(SCC(=O)Nc3ccc(F)c(F)c3)nc21`?
ST2 IL33 inh: inactive

Results for Cc1cc(C)c2nc(NC(=O)c3cc(=O)c4ccccc4o3)sc2c1 ?
ST2 IL33 inh: inactive

Results for COC(=O)C1C(=O)C2=C(CC1C)NC(C)=C(C(=O)OC1CCCCCC1)C2c1ccc(O)cc1 (stereo unspecified) ?
ST2 IL33 inh: inactive

What do the screens show for `CN(C)C(=O)c1ccc(-c2ccc(COCCN)cc2)cc1`?
ST2 IL33 inh: inconclusive

Results for Cc1ccc(C2Nc3ccccc3NC3=C2C(=O)CC(C)(C)C3)o1 (stereo unspecified) ?
ST2 IL33 inh: inconclusive

How did Cc1ccc(C2OC3(C(=O)c4ccccc4C3=O)C3C(=O)N(c4ccccc4Cl)C(=O)C23)cc1 (stereo unspecified) do in these assays?
ST2 IL33 inh: inactive

Results for Cc1ccccc1NC(=O)c1cccc(Br)c1 ?
ST2 IL33 inh: inactive

What do the screens show for `Cn1cc(CC(=O)NCCCN2CCCC2)c2ccccc21`?
ST2 IL33 inh: inactive

What do the screens show for `CCCc1cc(=O)[nH]c(SCC(=O)Nc2cccc(F)c2)n1`?
ST2 IL33 inh: inactive

How did CCC(C)OC(=O)C1=C(C)NC2=C(C(=O)C(C(=O)OC)C(C)C2)C1c1cc(OC)ccc1OC (stereo unspecified) do in these assays?
ST2 IL33 inh: inactive

What do the screens show for `O=C(Nc1ccc(F)cc1F)c1noc2c1CCc1ccccc1-2`?
ST2 IL33 inh: inactive

How did Cc1ccc(NC(=O)c2noc3c2CCC3)cc1C do in these assays?
ST2 IL33 inh: inactive

How did COc1cccc(C2CC(c3ccccc3)n3nc(N)nc3N2)c1 (stereo unspecified) do in these assays?
ST2 IL33 inh: inactive

Results for CC1=CC(C)(C)N(C(=O)C(C)N2C(=O)c3ccccc3C2=O)c2c(C)cc(C)cc21 (stereo unspecified) ?
ST2 IL33 inh: inconclusive

What do the screens show for `CSc1cccc(NC(=O)c2nnn(Cc3ccccc3)c2N)c1`?
ST2 IL33 inh: inactive

How did O=C1C2[C@H](C(=O)N1c1ccc(Cl)c(C(F)(F)F)c1)[C@H]1C=C[C@@]2(CO)O1 (stereo partly specified) do in these assays?
ST2 IL33 inh: inactive

How did CN1CCN(C(=O)C2CCC(=O)N2Cc2ccccc2Cl)CC1 (stereo unspecified) do in these assays?
ST2 IL33 inh: inconclusive

Brought forward from above: 2 entries, then new ones.
How did O=C1C2[C@H](C(=O)N1c1ccc(Cl)c(C(F)(F)F)c1)[C@H]1C=C[C@@]2(CO)O1 (stereo partly specified) do in these assays?
ST2 IL33 inh: inactive

How did CN1CCN(C(=O)C2CCC(=O)N2Cc2ccccc2Cl)CC1 (stereo unspecified) do in these assays?
ST2 IL33 inh: inconclusive

What do the screens show for `Cn1c(=O)cc(SCC(=O)NCc2cccs2)c2ccccc21`?
ST2 IL33 inh: inactive

Results for CCCC1(C2CCN(C(=O)[C@H]3C[C@@H]4C=C[C@H]3C4)CC2)NC(=O)N(CCc2cccs2)C1=O (stereo partly specified) ?
ST2 IL33 inh: inactive

How did CCN(CC)S(=O)(=O)c1ccc2oc(C(=O)NCc3ccc4c(c3)OCO4)c(C)c2c1 do in these assays?
ST2 IL33 inh: inactive

How did CCOc1ccc(C(=O)Nc2ccc3c(c2)oc2ccccc23)cc1 do in these assays?
ST2 IL33 inh: inconclusive

How did C=CCSc1nnc2c(n1)OC(c1ccc(O)c([N+](=O)[O-])c1)N(C(C)=O)c1ccccc1-2 (stereo unspecified) do in these assays?
ST2 IL33 inh: inconclusive

Results for COc1cc(C2CC(=O)N(CC(=O)N3CCCCC3)c3ccccc3S2)cc(OC)c1OC (stereo unspecified) ?
ST2 IL33 inh: inactive

Results for Cc1sc2[nH]c(=O)n(CCc3ccccc3)c(=O)c2c1C ?
ST2 IL33 inh: inactive

Results for COc1cccc(C2NC(=O)NC(C)=C2C(=O)OCCOc2ccccc2)c1 (stereo unspecified) ?
ST2 IL33 inh: inconclusive

Results for COc1cc(C2C3=C(CCCC3=O)OC3=C2C(=O)CCC3)ccc1OCC(=O)O ?
ST2 IL33 inh: inactive

What do the screens show for `O=c1c2ccccc2nc(-c2ccccc2F)n1Cc1c(F)cccc1F`?
ST2 IL33 inh: inactive

Results for O=C(c1ccc2nc3ccc(Cl)cc3c(=O)n2c1)N1CCN(Cc2ccc3c(c2)OCO3)CC1 ?
ST2 IL33 inh: inactive

What do the screens show for `N#Cc1c(C(F)(F)F)cc(-c2cccs2)nc1SCC(=O)NCc1ccccc1`?
ST2 IL33 inh: inconclusive

Results for O=C(CN1C(=O)S/C(=C\c2c(Cl)cccc2Cl)C1=O)Nc1cccnc1 ?
ST2 IL33 inh: inconclusive

What do the screens show for `CC1=C(C(=O)Nc2cc(C)ccn2)C(c2ccc3c(c2)OCO3)C2=C(CC(C)(C)CC2=O)N1` (stereo unspecified)?
ST2 IL33 inh: inactive

How did CS(=O)(=O)NCC(c1cccnc1)N1CCN(c2ccccc2F)CC1 (stereo unspecified) do in these assays?
ST2 IL33 inh: inactive

Results for COc1ccc(C(C)=O)cc1N1C(=O)C2C3C=CC(C3)C2C1=O (stereo unspecified) ?
ST2 IL33 inh: inactive

Results for COCC(=O)Nc1ccc(S(=O)(=O)Nc2nccs2)cc1 ?
ST2 IL33 inh: inactive

Results for CS(=O)(=O)NC1CCN(CC2(O)CCCN(CCc3ccccc3)C2=O)CC1 (stereo unspecified) ?
ST2 IL33 inh: inactive

How did O=C(CCN1CCCCO1)NCC(c1ccccc1)C1CCCC1 (stereo unspecified) do in these assays?
ST2 IL33 inh: inconclusive

Results for Cc1nnc(SCCn2c(N3CCCC3)nc3c2c(=O)[nH]c(=O)n3C)s1 ?
ST2 IL33 inh: inactive

How did COc1ccc(-c2cc(CC3(NCC4CCCCC4)COC3)no2)cc1 do in these assays?
ST2 IL33 inh: inactive

Quoted at random: three records from the list.
What do the screens show for `CS(=O)(=O)N1CCC(C(=O)NCCN2CCCCCC2)CC1`?
ST2 IL33 inh: inactive

Results for CC(=O)O[C@H]1[C@H]2CCC[C@@H]1[C@@H](N1CCCCC1)CC2 ?
ST2 IL33 inh: inactive

What do the screens show for `O=C(N[C@H]1CCN2C(=O)c3cc(-c4ccccc4F)ccc3NC(=O)[C@H]12)C1CCCC1`?
ST2 IL33 inh: inactive
